Screens: PubChem, several laboratories
m5-HT2A agonist: mouse HTR2A agonism via beta-arrestin recruitment; P35363; CHO-K1 mHTR2A beta-arrestin complementation, luminescence; percent of 30 µM serotonin response; activation, % at 7.6 µM; hit rate 0.66% among 360,000;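 active = activation above a run cutoff, the mean activation of all tested compounds plus 3 SD, cut at about 14% in these data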;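 note: 0% = plate median of compound wells and 100% = 30 µM serotonin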
Glyco luc inh: blocks N-linked glycosylation in D54 reporter cells; hit rate 0.23% among 360,000; D54 ERlucT glycosylation luciferase reporter, 24 h; percent of 100 nM tunicamycin response; reporter increase, % at 12.5 µM;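 active = mean luciferase reporter signal, scaled so untreated is 0 and the glycosylation-blocking control 100, at or above a set limit in every replicate; inconclusive = mean reaches the limit but not every replicate does; inactive = mean below the limit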;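 note: luciferase carries N-glycosylation sites so blocking glycosylation raises the light; 0% = median of neutral control wells and 100% = median of 100 nM tunicamycin wells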
Granule exo inh: lytic granule exocytosis inhibition | inhibition, % at 10 µM | hit rate 0.66% among 360,000 | AID 651702 | TALL-104 LAMP-1 surface exposure, flow cytometry; cells stimulated with thapsigargin and PMA;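 active = inhibition above about 55%, limit read from the data; inconclusive = no clear call, values can overlap the other calls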
PDI turbidity: inhibitors of human protein disulfide isomerase; PDI insulin aggregation turbidity, A650, 90 min; inhibition, % at 10 µM; hit rate 0.052% among 350,000;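 active = mean inhibition across replicates of 30% or more, whatever share of single replicates reach that level; inconclusive = mean inhibition below 30% while every single replicate reaches 30%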;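 note: absorbance from insulin aggregation driven by PDI reduction with DTT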
Target sequence (P07237 whole entry, looked up): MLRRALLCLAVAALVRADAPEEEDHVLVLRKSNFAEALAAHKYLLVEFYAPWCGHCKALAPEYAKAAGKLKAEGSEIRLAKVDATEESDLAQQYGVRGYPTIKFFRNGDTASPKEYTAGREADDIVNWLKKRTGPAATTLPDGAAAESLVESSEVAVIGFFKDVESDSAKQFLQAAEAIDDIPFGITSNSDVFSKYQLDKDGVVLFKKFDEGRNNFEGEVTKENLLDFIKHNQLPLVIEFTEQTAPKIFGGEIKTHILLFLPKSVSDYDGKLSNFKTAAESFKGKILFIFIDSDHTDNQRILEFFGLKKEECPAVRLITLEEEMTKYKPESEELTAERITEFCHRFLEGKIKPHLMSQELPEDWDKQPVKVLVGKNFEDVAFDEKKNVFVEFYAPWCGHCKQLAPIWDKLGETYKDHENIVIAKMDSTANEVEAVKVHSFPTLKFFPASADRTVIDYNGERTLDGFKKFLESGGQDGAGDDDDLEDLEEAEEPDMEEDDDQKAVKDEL
MC4R antagonist: human MC4R antagonism in cAMP assay; hit rate 0.48% among 360,000; P32245; inhibition, % at 6.5 µM; MC4R-expressing cells, MTII-stimulated cAMP, LANCE TR-FRET; AID 540295;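 active = inhibition above its plate's cutoff, the mean of tested wells on that plate plus 3 SD, cut at about 29% in these data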;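 note: 0% = Melanotan II alone and 100% = Melanotan II plus saturating MCL0020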
Target sequence (P32245 whole entry, looked up): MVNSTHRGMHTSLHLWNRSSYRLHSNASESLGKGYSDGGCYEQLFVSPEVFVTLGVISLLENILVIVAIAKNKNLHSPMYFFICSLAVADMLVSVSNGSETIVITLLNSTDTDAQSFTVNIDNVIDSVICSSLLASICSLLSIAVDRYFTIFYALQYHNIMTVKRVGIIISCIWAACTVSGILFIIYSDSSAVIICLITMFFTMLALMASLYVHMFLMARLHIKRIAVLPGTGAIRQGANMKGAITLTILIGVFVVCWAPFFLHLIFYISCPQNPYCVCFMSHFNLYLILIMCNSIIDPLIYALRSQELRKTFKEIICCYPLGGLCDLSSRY
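Assay system: U2OS cells stably expressing human melanocortin 4 receptor (MC4R) / Dosing: 6.5 µM / Timing: compound 30 min, challenge 1 h, detection 1 h / Measured by: Eu-cAMP/anti-cAMP TR-FRET, emission 671 nm / Replicates: singlicate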
ABCB6 inh 2: human ABCB6 transporter inhibition. Q9NP58. K562-ABCB6 porphyrin accumulation, flow cytometry, 1 h; stronger effect = lower value. fluorescence ratio to DMSO, % at 10 µM. hit rate 0.19% among 360,000. AID 602162;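 active = fluorescence ratio to DMSO below 75%, the collection mean minus 3 SD; inconclusive = too few cells collected in the well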;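 note: signal is porphyrin accumulated inside mitochondria; 100% equals median channel fluorescence of DMSO control wells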
MC4R barr agon: human MC4R agonism via beta-arrestin. hit rate 0.98% among 360,000. U2OS MC4R beta-arrestin complementation, luminescence; percent of melanotan II response, DMSO zero. AID 540308. P32245. activation, % at 8.9 µM;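 active = activation above a per-plate cutoff, the mean activation of sample wells on that plate plus 3 SD, cut at about 8% in these data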
H9c2 protect: modulators protecting cardiomyocytes from myocardial damage | H9c2 cardiomyocytes, H2O2 injury protection, ATPLite, 2 h | protection from H2O2 cell death, % at 20 µM | hit rate 0.63% among 360,000 | AID 588492;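 active = compounds giving at least 50% protection of heart cells from peroxide-induced death in the single-dose screen, raw or plate-pattern-corrected value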;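 note: 0% = DMSO wells with peroxide and 100% = DMSO wells without peroxide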
CaV13 FRET inh: Primary screen for inhibitors of IQ motif and Ca2+-dependent inactivation inhibitor domain binding in CACNA1D, Förster resonance energy transfer in living cells, …. inhibition, % at 12.3 µM. AID 743397. HEK cells, CFP/YFP FRET ICDI-IQ, plate reader, 10 min; percent FRET-ratio fall versus neutral wells. hit rate 0.098% among 340,000;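 active = mean replicate inhibition of at least 30% and at least 1% of replicates passing that level; inconclusive = only one of the two criteria is met; inactive = neither criterion is met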;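 note: 0% = median of the neutral control wells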
ABHD5 PLIN5 PPI: inhibitors of human ABHD5-perilipin-5 interaction | inhibition, % at 4 µM | Q00G26+Q8WTS1 | AID 602281 | hit rate 0.78% among 360,000 | Split G. princeps luciferase complementation, luminescence, 4 h;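 active = inhibition above the mean inhibition across every tested compound plus 3 SD, cut at about 22% in these data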;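 note: 0% = DMSO only wells and the 100% control is not disclosed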
Numbers without * were called inactive; ? = inconclusive; . = no result given.

SMILES	m5-HT2A agonist	Glyco luc inh	Granule exo inh	PDI turbidity	MC4R antagonist	ABCB6 inh 2	MC4R barr agon	H9c2 protect	CaV13 FRET inh	ABHD5 PLIN5 PPI
COc1ccc(CCNC(=O)CSCc2ccc(Cl)cc2)cc1OC	-0.2	-3.9	5.2	2.5	6.8	97.0	-1.3	7.3	-2.2	-1.2
Cc1ccc(S(=O)(=O)N2CCN(C(=O)CSc3n[nH]c(N)n3)CC2)c(C)c1	5.9	-2.3	3.0	-9.0	-0.9	95.0	-1.2	-0.5	-2.6	-4.1
Cc1ccc(C)c(NC(=O)C2CCN(S(=O)(=O)c3ccc4c(c3)NC(=O)CO4)CC2)c1	-4.6	-1.1	-7.7	-2.9	11.3	98.0	0.0	9.3	-5.1	-2.7
O=C1NCCCc2c1oc1cc(Br)c(O)c(Br)c21	-0.9	-2.0	-2.4	1.6	26.9	97.0	-1.2	-1.3	-5.4	-6.6
CCOC(=O)Nc1sc(C(=O)N(C)C)c(C)c1C(=O)OCC	3.4	-1.6	2.1	-7.4	2.3	98.0	1.8	-1.8	.	17.3
CCOC(=O)c1sc(NC(=O)CN(CC)CC)c(C(=O)OCC)c1C	4.1	1.4	5.0	-0.9	6.8	101.0	0.8	-1.7	.	-4.4
Nc1cccnc1S(=O)(=O)c1cccc(C(F)(F)F)c1	2.6	-1.7	-2.8	1.2	16.0	98.0	0.2	-1.9	2.3	2.0
CCOC(=O)/C(=N\Nc1ncnc2ccccc12)c1ccc(OC)cc1	-1.4	-13.1	18.3	3.9	-5.8	115.0	-0.6	8.0	-3.2	-5.9
Oc1ccc(/C=N/NC(=S)N2CCOCC2)cc1	5.3	-0.3	0.1	3.1	16.0	102.0	-0.3	-12.3	-1.8	-15.8
CC(=O)Nc1sc2c(c1C(c1ccccn1)N1CCCC1)CCCC2 (stereo unspecified)	3.0	-1.0	-1.1	-1.4	5.6	103.0	-0.3	-0.4	-2.8	-3.6
O=C(OCC(=O)N1CCCCCC1)c1cccnc1Cl	1.9	-0.8	-3.0	13.3	-0.1	98.0	-1.3	-2.9	-2.3	9.0
O=C(C1=C[C@@H](c2coc3ccccc3c2=O)C[C@@H](OCCCCO)O1)N1CCN(Cc2ccc3c(c2)OCO3)CC1	1.7	0.6	-1.6	0.5	-4.4	93.0	-0.3	14.7	-10.9	7.0
CCOc1ccc(NC(=O)C(NC(=O)C2CCC(C)CC2)C(C)C)cc1 (stereo unspecified)	0.3	-4.3	-5.5	1.1	-8.3	98.0	-1.9	0.0	-13.6	-3.4
Cc1cc(C(=O)OCC(=O)Nc2cccc(S(=O)(=O)N(C)C)c2)c2ccccc2n1	4.1	-1.1	-2.9	-2.3	6.3	95.0	-1.3	-8.8	-0.8	1.6
CC(OC(=O)c1ccc(Cl)cc1)C(=O)NCc1ccc2c(c1)OCO2 (stereo unspecified)	2.9	1.1	-1.4	13.4	9.2	96.0	-3.4	2.3	-6.3	-5.4
C[n+]1cccc(/C=N/Nc2nc(Cl)c(C#N)c(Cl)c2Cl)c1	-5.1	0.7	-2.3	5.5	4.8	97.0	-1.1	-1.3	-4.0	2.6
COC(=O)Nc1nc(-c2ccccc2)c(C(=O)c2ccccc2)s1	3.9	14.8	15.4	-14.6	-31.1	85.0	-0.7	14.8	.	-2.9
COCCCNC(=S)NNC(=O)c1cc(Cl)c(O)c(Cl)c1	-1.2	-1.4	3.6	6.5	-2.9	99.0	1.3	3.0	-7.1	9.2
S=c1[nH]nc(COc2ccccc2)n1/N=C/c1c(Cl)cccc1Cl	2.4	2.6	-4.4	-2.3	6.2	102.0	11.2*	-12.1	-4.4	-6.5
Cc1ccc(OCC(=O)N(Cc2cccs2)C2CCS(=O)(=O)C2)cc1 (stereo unspecified)	5.7	2.2	-8.5	-0.3	16.0	100.0	-0.1	3.9	-5.3	2.5
Cc1cnc(NC(=O)C2(c3ccccc3)CC2)s1	20.6*	0.1	4.0	2.8	14.6	95.0	1.3	7.5	1.9	5.8
COc1ccccc1N(CC(=O)Nc1ccc(C(F)(F)F)cc1)S(C)(=O)=O	-4.4	-0.4	4.5	4.8	1.7	104.0	0.5	-5.7	-2.2	-1.7
O=C(COc1ccc2ccc(=O)oc2c1)OCc1ccccc1	-1.8	2.1	7.5	5.1	13.4	106.0	-1.1	29.0	-4.9	3.4
CCCn1c(SCC(=O)NCc2ccc(C)cc2)n[nH]c1=O	0.0	4.2	-7.6	0.4	10.2	102.0	-1.5	-4.8	-4.1	0.7
Cc1cc(=O)oc2cc(O)cc(O)c12	-2.0	-0.3	-3.4	3.4	-8.3	102.0	-0.2	12.9	-6.2	-1.2
O=C(NCc1nnc(SCC(=O)N2CCOCC2)o1)c1c(F)cccc1Cl	-1.9	1.0	-1.5	14.2	11.2	102.0	-1.0	-0.8	-5.7	0.2
CN(C)Cc1csc(NC(=O)Nc2ccccc2Oc2ccccc2)n1	-1.2	-0.3	-8.0	-0.7	-3.7	96.0	-2.5	16.9	-5.0	9.1
Cc1cc(C)cc(OCC(=O)Nc2ccncc2)c1	3.9	0.1	-18.0	8.5	-0.6	80.0	-1.4	-9.4	-5.0	6.1
Cc1cc(Nc2ccccc2)c2c([N+](=O)[O-])ccc(C)c2n1	-5.1	3.3	?	4.2	6.8	96.0	-2.6	-2.0	-5.7	-5.5
CN1CCN(C(=O)c2cc3sccc3n2CC(=O)c2ccccc2)CC1	-8.1	-1.4	0.1	-4.0	6.1	101.0	-0.6	-3.2	-8.7	0.8
O=C(Cc1csc(NC(=O)Nc2cccc(Cl)c2)n1)NCc1cccnc1	-1.9	-1.5	1.4	5.9	3.8	100.0	-2.2	-0.8	-6.3	-10.4
CCOc1ccccc1-c1ccc(C(=O)NCc2ccccc2)o1	-1.7	0.7	-1.3	-2.1	-2.9	93.0	-0.6	-20.3	-5.6	-3.9
Cc1cc(NC(=O)CCS(=O)(=O)c2nc(-c3ccccc3)cc(C(F)(F)F)n2)no1	-3.0	-15.1	48.8	-13.6	24.6	97.0	-4.1	12.3	-0.1	42.5*
Cc1cccc(C)c1NC(=O)C(C)Sc1n[nH]c(-c2ccncc2)n1 (stereo unspecified)	-3.7	1.7	-9.7	2.7	0.9	98.0	-0.6	7.0	-3.9	2.6
Cc1cccc(N(CC(=O)NC2CCCC2)C(=O)CCC(=O)Nc2nc(C)cs2)c1	-0.2	-1.7	-3.2	-4.1	15.7	104.0	-1.1	-2.8	-7.2	6.0
Cc1cc(C)cc(NC(=O)CSc2nnc(C3CC3)n2CC2CCCO2)c1 (stereo unspecified)	-0.7	2.0	-3.7	9.4	-0.5	100.0	-0.3	-0.8	-6.6	-3.2
Cc1cccc(C(=O)NNC(=O)c2ccc(F)cc2)c1	-0.1	1.0	24.5	16.8	2.6	102.0	-2.4	6.4	-1.4	-5.0
COc1ccc(CCC(C)NCc2ccc(F)cc2)cc1 (stereo unspecified)	4.0	2.1	18.7	8.5	5.1	99.0	-0.5	2.7	23.2	-5.6
CCOC(=O)C1=CN(Cc2ccco2)S(=O)(=O)N(CC)C1c1cccc(OC)c1 (stereo unspecified)	-2.9	-0.4	2.3	-22.3	6.2	105.0	1.8	-4.6	-6.5	9.5
COc1ccccc1C(=O)OCCCN=C1NS(=O)(=O)c2ccccc21	-2.4	-0.2	0.6	9.6	9.6	106.0	-0.6	10.2	-3.0	3.1
CC(C)c1ccc(NC(=O)c2ccc(Br)o2)cc1	-9.5	-14.0	-3.1	3.9	7.9	89.0	2.9	-19.7	-5.3	-6.1
CC(=O)Nc1sc(N/N=C/c2ccc(C)cc2)nc1-c1ccc(C)cc1	3.8	0.0	-0.7	-9.7	7.5	90.0	0.2	-3.0	-3.9	-8.9
O=C(Nc1c2c(nn1-c1ccc(F)cc1)CS(=O)C2)c1ccc(S(=O)(=O)N2CCOCC2)cc1 (stereo unspecified)	1.7	1.2	-3.4	5.8	0.3	103.0	-0.8	2.2	2.7	2.6
COc1ccc2c(c1)NC(=O)CC(c1ccccc1)=N2	3.6	1.2	5.2	2.2	-11.2	103.0	1.5	5.5	-3.5	-2.4
CC(C)c1ccc(NC(=O)NC2CCCCC2)cc1	3.0	-1.6	-1.5	0.7	8.3	94.0	-0.1	-11.2	-4.3	-5.9
CN(C(=O)CN1C(=O)/C(=C/c2ccccc2F)SC1=S)C1CCS(=O)(=O)C1 (stereo unspecified)	3.5	-1.9	6.5	-4.4	-6.1	93.0	-1.0	3.7	-2.8	-12.7
CC(C)CC(O)(c1ccccc1)C(CN1CCOCC1)c1ccccc1 (stereo unspecified)	5.0	-7.9	-10.3	-0.9	17.4	103.0	1.2	-11.6	-19.5	9.7
CN(C)CCNC(=O)NC(=O)c1ccc(Cl)cc1	-1.9	1.1	-5.6	1.2	-2.2	81.0	-0.6	6.4	-5.0	-8.2
CC(=O)/C(=C\N(C)C)Sc1ccc(Cl)cc1	6.3	-1.7	-3.8	-3.4	12.1	95.0	2.1	-2.0	8.2	3.9
CC(=O)Nc1ccc(-c2ccnc3c2CC(C(=O)Nc2ccc4c(c2)OCO4)O3)cc1 (stereo unspecified)	2.9	8.5	3.5	-5.4	-5.5	101.0	1.2	25.3	-5.8	1.9
COc1ccc(C(C)=O)cc1CN1C(=O)C(C)ON=C1c1ncccc1C (stereo unspecified)	5.0	-1.5	-4.6	-13.4	3.3	101.0	0.4	1.3	?	-0.5
CN(C)CCCNc1nc2cc(-c3ccn[nH]3)sc2c(=O)n1C	0.4	0.4	-4.6	3.4	-2.4	96.0	-1.8	-0.3	-12.1	1.7
COc1ccccc1NNC(=O)c1cc(C(C)(C)C)nn1Cc1ccccc1	3.3	-6.7	-3.1	-5.3	10.2	89.0	1.4	23.1	-4.5	-4.1
Cc1ccc(S(=O)(=O)n2c(CN3CCCC(C)C3)nc3ccccc32)cc1 (stereo unspecified)	-6.5	-5.5	5.2	4.0	-2.9	98.0	1.0	-12.1	.	-5.1
CC(C(=O)O)c1ccc(N2Cc3ccccc3C2=O)cc1 (stereo unspecified)	-1.9	-14.9	-1.8	2.9	6.4	97.0	1.0	-26.3	-4.4	0.7
CCN(CC)CCNC(CC(=O)Nc1ccc(Cl)cc1Cl)C(=O)O (stereo unspecified)	3.0	0.3	-1.1	9.6	0.7	102.0	1.6	-2.1	-5.0	7.9
